MITF inh = blocks human microphthalmia-associated transcription factor; O75030; AlphaScreen MITF homodimerization, bead proximity signal; inhibition, % at 2.6 µM; actives 0.91% (n = 650,000); AID 1259374; in the data active means inhibition above about 50%;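 further: 0% = vehicle wells with protein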
FBW7 activator = activators of human E3 ligase FBW7; Q969H0; normalized activity (activation), % at 26.1 µM; AlphaScreen FBW7–phospho-cyclin E peptide binding, activator screen; actives 0.13% (n = 650,000); in the data active means normalized activity above about 1.9%;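 further: purified mutant Fbw7 with reduced substrate affinity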
Target sequence (Q969H0 whole entry, looked up): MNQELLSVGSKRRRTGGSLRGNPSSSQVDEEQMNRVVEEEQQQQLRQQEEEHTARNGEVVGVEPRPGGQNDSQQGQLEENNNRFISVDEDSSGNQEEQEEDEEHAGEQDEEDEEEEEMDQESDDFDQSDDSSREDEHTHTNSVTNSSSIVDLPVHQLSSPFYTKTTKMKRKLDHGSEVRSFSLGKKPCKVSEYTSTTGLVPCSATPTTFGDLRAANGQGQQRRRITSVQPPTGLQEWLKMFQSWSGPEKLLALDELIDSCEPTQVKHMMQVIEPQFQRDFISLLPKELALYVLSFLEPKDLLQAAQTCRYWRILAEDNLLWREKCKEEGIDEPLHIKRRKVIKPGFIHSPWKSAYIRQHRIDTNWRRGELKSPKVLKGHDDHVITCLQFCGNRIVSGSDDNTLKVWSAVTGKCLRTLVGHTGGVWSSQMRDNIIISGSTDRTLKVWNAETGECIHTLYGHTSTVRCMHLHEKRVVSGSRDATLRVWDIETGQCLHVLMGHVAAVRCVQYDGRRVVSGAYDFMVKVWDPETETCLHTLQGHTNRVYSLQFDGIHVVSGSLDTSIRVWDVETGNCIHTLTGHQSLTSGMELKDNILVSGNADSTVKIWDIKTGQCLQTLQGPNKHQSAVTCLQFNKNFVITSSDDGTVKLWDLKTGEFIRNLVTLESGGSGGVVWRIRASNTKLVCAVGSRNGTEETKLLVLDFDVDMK
TEAD-YAP block = TEAD-YAP interaction inhibition. HEK-TIYL cells, TEAD-Gal4/YAP UAS-luciferase luminescence. actives 1.4% (n = 640,000). inhibition, % at 9.12 µM. AID 1259422; in the data active means inhibition above about 32%;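 further: 0% = median of test compound wells and 100% = reference inhibitor wells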
GPR151 ag = activators of human GPR151; AID 1508602; actives 1% (n = 650,000); Q8TDV0; PathHunter beta-arrestin GPR151 cells, luminescence; activation, % at 11.2 µM; in the data active means activation above about 4.9%;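 further: 0% = median of compound wells and 100% = cells with positive control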
Target sequence (Q8TDV0 whole entry, looked up): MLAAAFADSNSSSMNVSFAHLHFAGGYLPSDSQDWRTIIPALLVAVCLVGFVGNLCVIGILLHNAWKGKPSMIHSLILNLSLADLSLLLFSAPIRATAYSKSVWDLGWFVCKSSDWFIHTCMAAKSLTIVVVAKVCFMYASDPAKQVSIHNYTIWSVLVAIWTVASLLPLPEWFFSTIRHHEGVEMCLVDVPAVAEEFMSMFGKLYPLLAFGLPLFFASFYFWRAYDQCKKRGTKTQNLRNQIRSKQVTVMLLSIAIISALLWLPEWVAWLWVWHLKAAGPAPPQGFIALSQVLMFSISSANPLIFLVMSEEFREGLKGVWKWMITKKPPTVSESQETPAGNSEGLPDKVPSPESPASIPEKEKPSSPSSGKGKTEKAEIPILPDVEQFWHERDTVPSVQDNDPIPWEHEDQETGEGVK
Active calls of the source: *; & = joins results of further samples. The order is random. Share with any hit: about 3.4%.

Start of the data: the first 2 entries (preview)
item | SMILES | MITF inh | FBW7 activator | TEAD-YAP block | GPR151 ag
1 | O=C(Cc1cn(-c2ccc(NCCCN3CCCC3=O)nn2)c2ccccc12)Nc1ccccc1 | 10 | -0.1 | -7 | 2.2
2 | Cc1ccc(C)c(NC(=O)c2ccc([N+](=O)[O-])s2)c1 | 16 | 0.0 | -8 | 4.7

Results, from the start:
item | SMILES | MITF inh | FBW7 activator | TEAD-YAP block | GPR151 ag
1 | O=C(Cc1cn(-c2ccc(NCCCN3CCCC3=O)nn2)c2ccccc12)Nc1ccccc1 | 10 | -0.1 | -7 | 2.2
2 | Cc1ccc(C)c(NC(=O)c2ccc([N+](=O)[O-])s2)c1 | 16 | 0.0 | -8 | 4.7
3 | COC(=O)c1cccc(S(=O)(=O)N(CCCO)Cc2cc3cc(C)ccc3[nH]c2=O)c1 | 0 | 0.1 | -7 | 2.8
4 | O=C1C2C(c3ccc(Br)cc3)OC3(C(=O)c4ccccc4C3=O)C2C(=O)N1c1ccccc1Cl (stereo not given) | 1 | -0.1 | -4 | -0.3
5 | c1ccc(CNc2nc(-c3csc4ccccc34)nc3c2ncn3C2CCCCC2)cc1 | 13 | 0.4 | 1 | -1.7
6 | O=C(O)c1ccc(NC(=O)c2ccc(C(=O)O)c(C(=O)O)c2)cc1 | 2 | 0.0 | 2 | -1.6
7 | O=C(CSc1nc2ccccc2c(=O)n1Cc1ccccc1)c1ccccc1 | -4 | 0.1 | 6 | -0.7
8 | COc1ccc(/C(O)=C(\C#N)c2nc3ccccc3[nH]2)cc1OC | -8 | 0.2 | -7 | 1.4
9 | CCOC(=O)C1=C(C)NC2=C(C(=O)c3ccccc32)C1c1ccc(OCc2ccccc2)cc1 (stereo not given) | 8 | -0.1 | -1 | -0.8
10 | O=c1c2ccccc2nc2n1CCCN2 | 2 | -0.1 | 4 | -1.3
11 | CCN(c1ccccc1)c1ncnc2c1cnn2-c1cccc(C)c1 | 8 | 0.2 | -16 | 0.2
12 | CC(C)C(C(=O)NC1=NCCS1)c1ccc(Cl)cc1 (stereo not given) | 0 | -0.1 | 8 | -1.7
13 | COc1ccc(C(C(=O)NC2CCCCC2)N(C(=O)c2ccccn2)c2cccnc2)cc1 (stereo not given) | 10 | 0.1 | 2 | 1.4
14 | CCOC(=O)Cc1c(-c2ccccc2)c2cc(C)ccc2[nH]c1=O | -5 | 0.0 | -6 | -0.4
15 | CC(C)CN1Cc2cccc(C(=O)N3CCCC3c3nc4ccccc4[nH]3)c2C1=O (stereo not given) | 10 | 0.4 | 11 | -0.7

Copied from the list:
Entry for no. 6 in GPR151 ag: -1.6
Entry for no. 14 in GPR151 ag: -0.4
Entry for no. 2 in TEAD-YAP block: -8

New compounds follow.
item | SMILES | MITF inh | FBW7 activator | TEAD-YAP block | GPR151 ag
16 | O=C(NCCc1ccccc1)C(=O)NCc1ccccn1 | 5 | 0.0 | -1 | 1.8
17 | COc1ccc(-n2c(=S)[nH]c3cc(C(=O)Nc4ccc(C)c(F)c4)ccc3c2=O)cc1OC | -425 | -0.1 | -2 | -0.1
18 | C=CCOc1c(Br)cc(CNn2nnnc2N)cc1OC | -2 | -0.1 | 9 | -0.4
19 | CCOC(=O)c1ccc(NC(=O)CSc2ccc3nnc(-c4ccncc4)n3n2)cc1 | -7 | 0.0 | -12 | -1.6
20 | O=C1CC(c2ccccc2Cl)CC2=C1C(c1ccccc1F)Nc1ccccc1N2 (stereo not given) | 0 | 0.0 | -3 | 0.7
21 | CCN(CC)c1nc(Nc2ccccc2)nc(Nc2ccc(N3CCOCC3)cc2)n1 | 0&14 | -0.1&0.0 | -4&2 | -0.2&1.6
22 | CCN1CCN(C(=O)CN(c2ccc(C)cc2)S(C)(=O)=O)CC1 | 3 | -0.1 | 2 | 0.3
23 | CN(Cc1cscn1)C(=O)C1CC12CCN(Cc1ccc3c(c1)Cc1ccccc1-3)CC2 (stereo not given) | 3 | -0.1 | -18 | -0.2
24 | COc1cc(Nc2nc3ccc(C(=O)NC4CCN(Cc5ccccc5)CC4)cc3s2)cc(OC)c1OC | 17 | 0.3 | -7 | -2.4
25 | Cc1ccc(C2=N/C(=C\c3ccc(Cl)cc3Cl)C(=O)O2)cc1[N+](=O)[O-] | 4 | 0.6 | 1 | -1.9
26 | Cc1ccc(-c2cc(C(F)(F)F)n3nc(C(=O)NCCCN4CCOCC4)c(Cl)c3n2)cc1 | 6 | -0.2 | 3 | 0.9
27 | O=C(Cn1nc2ccccc2n1)N/N=C/c1ccccc1F | 54* | 0.0 | 2 | -0.3
28 | COc1ccc(CN2CCN(C(=O)c3[nH]c(C)c(C(C)=O)c3C)CC2)c(OC)c1OC | -6 | -0.1 | -5 | -0.3
29 | Fc1ccc(N2CCN(Cc3cccnc3)CC2)cc1 | 37 | 0.0 | 11 | 0.6
30 | COCCn1c(=O)c2c(nc3n2CCCN3c2ccc(C)cc2)n(C)c1=O | 0 | 0.1 | -2 | 0.2
31 | O=C(CCC1CCCC1)Nc1c2c(nn1-c1ccc(F)cc1)CSC2 | 3 | 0.0 | 0 | 1.7
32 | Cc1cccc(OC(C)C(=O)Nc2ccccc2C(N)=O)c1 (stereo not given) | 4 | 0.0 | -15 | 0.2
33 | CCOc1cc(CN2CCN(C3CCCC3)C(CCO)C2)ccc1OC (stereo not given) | 10 | 0.1 | -1 | -0.5
34 | Cc1cccc(OCc2nc(-c3ccc(NC(=O)c4ccco4)cc3)no2)c1C | 13 | 0.0 | -42 | -1.0
35 | O=C(O/N=C1\CC(NC(=O)C(F)(F)F)c2ccsc21)c1ccco1 (stereo not given) | 5 | 0.2 | -10 | 0.8
36 | O=C(Cc1ccc(F)cc1)Nc1nnc(Cc2ccc3c(c2)OCCO3)o1 | -361 | -0.1 | -7 | 0.7
37 | CC(OC(=O)CC1CC2CCC1C2)C(N)=O (stereo not given) | 8 | 0.1 | -9 | -1.2
38 | COc1cccc(N2C(=O)NC(=O)/C(=C\c3ccc(N(C)C)cc3)C2=O)c1 | 11 | 0.2 | -3 | -0.4
39 | CC1=C(C(=O)OC2CCCCC2)C(c2cccc(Oc3ccccc3)c2)NC(=O)N1 (stereo not given) | 6 | 0.0 | -18 | 0.2
40 | Cc1ccc(C2SCC(=O)N2c2ccc(C)cc2)cc1 (stereo not given) | 8 | 0.2 | 35* | -2.0
41 | COC(=O)c1ccccc1NC(=O)NC(Cc1ccccc1)N1C(=O)c2ccccc2C1=O (stereo not given) | 11 | 0.1 | -1 | -2.1
42 | Cc1ccc(-c2nnc(Nc3ccc(OCC(N)=O)cc3)c3ccccc23)cc1S(=O)(=O)NCc1ccccn1 | 4 | 0.0 | 7 | -1.2
43 | C/C(Cl)=C\Cn1c(NCCCO)nc2c1c(=O)n(C)c(=O)n2C | 10 | 0.1 | 8 | 0.3
44 | CCOC(=O)c1cc2c(c(CSc3nc4ccccc4c(=O)n3Cc3cccs3)c1)OCOC2 | 1 | 0.3 | -9 | 0.6
45 | COc1cc(OC)cc(C(=O)OCCN2C(=O)c3cccc4c(N5CCCCC5)ccc(c34)C2=O)c1 | -4 | 0.0 | -3 | -1.4

Whole records, quoted from the list. Screens in order: MITF inh | FBW7 activator | TEAD-YAP block | GPR151 ag
O=C(CCC1CCCC1)Nc1c2c(nn1-c1ccc(F)cc1)CSC2 in the list: 3 | 0.0 | 0 | 1.7
COc1cc(OC)cc(C(=O)OCCN2C(=O)c3cccc4c(N5CCCCC5)ccc(c34)C2=O)c1 in the list: -4 | 0.0 | -3 | -1.4
C/C(Cl)=C\Cn1c(NCCCO)nc2c1c(=O)n(C)c(=O)n2C in the list: 10 | 0.1 | 8 | 0.3
CCOC(=O)c1cc2c(c(CSc3nc4ccccc4c(=O)n3Cc3cccs3)c1)OCOC2 in the list: 1 | 0.3 | -9 | 0.6
COc1cccc(N2C(=O)NC(=O)/C(=C\c3ccc(N(C)C)cc3)C2=O)c1 in the list: 11 | 0.2 | -3 | -0.4

Continued:
item | SMILES | MITF inh | FBW7 activator | TEAD-YAP block | GPR151 ag
46 | O=C(O)c1c(CNCc2cccnc2)c2ccccc2n1Cc1ccc(F)cc1Cl | 3 | -0.1 | 1 | 1.6
47 | Cc1cnc(Nc2cccc(N(C)C)c2)nc1Nc1ccccc1 | 13 | -0.1 | 46* | 1.1
48 | O=C(O)c1cccc(S(=O)(=O)N2CCSCC2)c1 | -11 | -0.1 | 4 | 0.7
49 | O=C1C(=O)N(c2ccc(Br)cn2)C(c2ccc([N+](=O)[O-])cc2)/C1=C(\O)c1ccc(Cl)cc1 (stereo not given) | 35 | 0.8 | -4 | -1.4
50 | CCCCOC(=O)c1ccc(NC(=O)COc2ccc(OC)cc2)cc1 | -23 | 0.1 | -26 | -1.1
51 | Cn1nc(Oc2nc(N3CCCCC3)nc(N3CCCCC3)n2)ccc1=O | 6 | 1.8 | -18 | -0.4
52 | Cn1c(=O)c2c(SCC(=O)c3ccccc3)nc(-c3cccs3)nc2n(C)c1=O | -7 | 0.0 | -2 | 4.6
53 | COc1ccc(CCNc2c([N+](=O)[O-])c(=O)n(C)c3ccccc23)cc1OC | 7 | 0.1 | -7 | 0.0
54 | O=C1c2ccc(-c3nc4ccccc4o3)cc2C(=O)N1c1cccc(-c2nc3ccccc3o2)c1 | -10 | 0.0 | 3 | 0.3
55 | CCOC(=O)C1CCN(c2cc(C)nc3cc(-c4cccs4)nn23)CC1 | 3 | 0.0 | 11 | 1.3
56 | COc1ccccc1NC(=O)C1CC2CCCN2C12C(=O)Nc1ccccc12 (stereo not given) | 0 | -0.1 | 4 | -0.2
57 | COc1ccc(Nc2cc(N3CCN(c4ccc(F)cc4)CC3)c3noc4c3c2C(=O)c2ccccc2-4)cc1 | 12 | 0.0 | -4 | 1.8
58 | COc1ccc(-c2nc(NCc3ccccc3)c3ccccc3n2)cc1OC | 9 | 0.1 | 3 | -0.3
59 | CC(C)c1nnc(NC(=O)c2ccc(Br)cc2)s1 | 2 | 0.1 | -58 | 0.3
60 | COc1ccc(/C=C/C(=O)Nc2ccc3c(c2)OCCO3)cc1Br | 3 | 0.0 | -15 | 0.1
61 | Cc1c(NC(=O)CN(c2cccc(Cl)c2Cl)S(=O)(=O)c2ccccc2)c(=O)n(-c2ccccc2)n1C | 2 | -0.3 | 2 | 1.0
62 | Cc1ccc(C)c2nc(N3CCN(C)CC3)c(C#N)cc12 | 2 | 0.1 | 1 | 1.0
63 | Cc1ccc(S(=O)(=O)Nc2ccc(NC(=O)CN3C(=O)c4ccccc4C3=O)cc2)cc1 | 0 | -0.1 | 1 | 0.8
64 | COc1ccccc1N1CCN(c2ncnc3sc(C(=O)Nc4c(F)cccc4F)c(C)c23)CC1 | -9 | -0.2 | -4 | 0.1
65 | COC(=O)c1c(NC(=O)c2cnn3c(C(F)(F)F)cc(-c4ccccc4)nc23)sc2c1CCC(C)C2 (stereo not given) | -3 | -0.1 | -4 | 0.3
66 | O=C(CN(Cc1ccc(Br)cc1)S(=O)(=O)c1ccccc1)Nc1cccc(F)c1 | -8 | -0.2 | -5 | 1.3
67 | CCOC(=O)c1ccc2c(c1)n(CCC(C)S(=O)(=O)O)c(C)[n+]2CC (stereo not given) | -1 | 0.0 | -5 | 1.2
68 | Cc1c(Cl)cccc1NC(=O)CSC1=C(C#N)C(c2cccs2)C2=C(CC(C)(C)CC2=O)N1 (stereo not given) | -5 | -0.1 | -12 | -0.6
69 | O=C(CSc1nnc(CNC(=O)c2ccccc2)o1)NCc1ccco1 | 8 | 0.1 | 2 | 7.8*
70 | COc1ccc2c(c1)C1(Nc3ccccc3C(=O)N1c1ccccc1)C(=O)N2 (stereo not given) | 0 | 0.2 | -10 | -2.0
71 | N#CC1=C2C=Cc3ccccc3N2CCC/C1=N/NC(=O)c1ccco1 | 16 | -0.1 | -34 | 0.7
72 | CCOC(=O)CNC(=O)c1ccc([N+](=O)[O-])o1 | -2 | -0.1 | 14 | 3.2
73 | O=C(Cc1ccc(F)cc1)Nc1c2c(nn1-c1ccccc1)CS(=O)C2 (stereo not given) | 15 | 0.2 | -3 | -0.1
74 | CCC(=O)Nc1ccc(-n2nnnc2SCC(=O)NNC(=O)c2ccco2)cc1 | -6 | -0.1 | -6 | 0.1
75 | COc1cc(/C=N/NC(=O)c2cccc(S(=O)(=O)N3CCOCC3)c2)cc(OC)c1O | 1 | -0.1 | 1 | 1.8
76 | CC1CCCCN1C(=O)Cn1c(=O)n(Cc2ccco2)c2ncccc21 (stereo not given) | 9 | 0.1 | -7 | 0.5
77 | COc1ccccc1/C=N/NC(=O)CNC(=O)c1ccc(OC)c(OC)c1 | 2 | 0.1 | 19 | -0.9
78 | CNS(=O)(=O)c1ccc(Br)c(C(=O)NNC(=O)c2ccccc2Cl)c1 | -3 | -0.2 | 6 | -1.8
79 | CC(C)n1nnnc1SCC(=O)N1CCOCC1 | -14 | -0.1 | -2 | 0.5
80 | Cc1cccc(-n2nc3c(c2NC(=O)COc2ccccc2)CS(=O)(=O)C3)c1C | -3 | -0.1 | -6 | 0.5
81 | O=C(O)CC/C(=N\N=C(/CCC(=O)O)c1ccccc1)c1ccccc1 | -5 | 0.9 | 4 | 0.0
82 | O=C1CN(c2ccc(Cl)cc2F)C(=O)CN1c1ccc(Cl)cc1F | -1 | 0.0 | 4 | -0.4
83 | Cc1nc2ccc([N+](=O)[O-])cc2c(=O)n1Cc1ccccc1 | 6 | 0.0 | 8 | -0.3
84 | COc1ccc(CNC(=O)C2CCCN2C(=O)Nc2ccc(C)cc2)cc1 (stereo not given) | 10 | -0.1 | 2 | 0.0
85 | CCOC(=O)c1c(NC(=O)c2ccc(Cl)c([N+](=O)[O-])c2)sc(C)c1C | 5 | -0.2 | -1 | -0.6
86 | COc1ccc(CN2CCNC(=O)C2CC(=O)N2CCSCC2)cc1OC (stereo not given) | -4 | 0.0 | -11 | 0.3

Screen by screen, as entered above.
Entries 78–84 in GPR151 ag: -1.8, 0.5, 0.5, 0.0, -0.4, -0.3, 0.0

Screens as filed in PubChem.
